Bioassay records as filed in PubChem.
STAT1 act: STAT1 signaling activation | NIH 3T3 STAT1-luciferase reporter, IFN-gamma, luminescence; 100% = IFN-gamma alone, no compound | activation (% of control), % at 5.5 µM | 200,000 tested, 2.6% active;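 active = activation above the screen-wide mean activation plus 3 SD, cut at about 130% in these data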;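 note: raw ratio to IFN-gamma control signal so 100% means no change and 0% no light; values of inactives mirror those of a sister screen read the other way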
NF-kB neuron act: NF-kB expression increase, human neuronal cells. NF-kB reporter expression; active compounds read high. fold change at 12.5 µM. 190,000 tested, 1.6% active; in the data active = fold change above about 3.3
Efa HMGR inh: blocks class II HMG-CoA reductase of Enterococcus faecalis; 190,000 tested, 0.41% active; purified E. faecalis HMGR, NADPH absorbance 340 nm kinetic; inhibition, % at 10 µM;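 active = inhibition above a set limit, the median over all tested compounds plus 3 SD, cut at about 9.5% in these data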;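 note: enzyme runs in reverse so mevalonate oxidation gives rising NADPH absorbance; 0% = complete reaction with DMSO and 100% = background rate lacking mevalonate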
STAT3 inh: reduces IL-6 driven STAT3 reporter signal | U3A cells, IL-6 STAT3-luciferase reporter, luminescence; host cell line lacks STAT1 | inhibition, % at 5.5 µM | 190,000 tested, 0.89% active;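 active = inhibition above the mean inhibition across all screened compounds plus 3 SD, cut at about 44% in these data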;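 note: 0% = DMSO only wells and 100% = 100 µM nifuroxazide control wells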
Redox H2O2 prof: compounds producing H2O2 with reducing agent – biochemical, NIH compound library profiling, artefact control for MLSCN library redox annotation, primary screen; DTT-dependent redox cycling H2O2, phenol red/HRP absorbance; 100% = 100 µM peroxide control, 0% = buffer; AID 878; activation, % at 10 µM; 200,000 tested, 0.03% active;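 active = activation of at least 50% relative to the plate's high and low controls in the primary single-dose screen; inactive = activation below 50%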;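 note: compound incubated with DTT at 0.8 mM final as the reducing agent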
TLR4 MyD88 comp: TLR4-MyD88 interaction inhibition in cells; HeLa CL3-4 TLR4/MyD88 BLA complementation, FRET ratio; inhibition, % at 8.4 µM; 200,000 tested, 0.18% active; in the data active = inhibition above about 25%;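 note: 0% = vehicle and 100% = reference inhibitor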
Target sequence (O00206 whole entry, looked up): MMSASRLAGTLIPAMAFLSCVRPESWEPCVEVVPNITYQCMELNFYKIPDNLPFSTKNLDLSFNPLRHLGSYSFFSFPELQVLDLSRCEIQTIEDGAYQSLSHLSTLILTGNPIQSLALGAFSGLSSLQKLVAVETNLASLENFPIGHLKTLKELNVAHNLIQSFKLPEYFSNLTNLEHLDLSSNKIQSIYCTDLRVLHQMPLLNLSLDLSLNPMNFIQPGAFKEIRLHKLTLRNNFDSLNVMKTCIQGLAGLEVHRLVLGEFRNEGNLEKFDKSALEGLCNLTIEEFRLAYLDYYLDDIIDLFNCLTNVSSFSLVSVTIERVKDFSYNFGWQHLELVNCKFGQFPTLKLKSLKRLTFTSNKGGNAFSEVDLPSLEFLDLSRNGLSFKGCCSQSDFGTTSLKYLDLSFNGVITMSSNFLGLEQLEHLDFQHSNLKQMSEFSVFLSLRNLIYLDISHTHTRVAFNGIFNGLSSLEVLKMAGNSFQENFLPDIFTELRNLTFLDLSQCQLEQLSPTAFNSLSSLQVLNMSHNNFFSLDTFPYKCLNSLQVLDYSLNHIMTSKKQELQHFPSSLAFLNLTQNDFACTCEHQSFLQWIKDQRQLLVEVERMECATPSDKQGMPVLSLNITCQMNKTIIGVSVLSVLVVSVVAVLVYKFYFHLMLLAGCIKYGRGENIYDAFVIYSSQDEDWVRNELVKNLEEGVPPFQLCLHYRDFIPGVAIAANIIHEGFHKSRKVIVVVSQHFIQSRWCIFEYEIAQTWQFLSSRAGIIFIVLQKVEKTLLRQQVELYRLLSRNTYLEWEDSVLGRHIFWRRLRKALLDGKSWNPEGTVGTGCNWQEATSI
Target sequence (Q99836 whole entry, looked up): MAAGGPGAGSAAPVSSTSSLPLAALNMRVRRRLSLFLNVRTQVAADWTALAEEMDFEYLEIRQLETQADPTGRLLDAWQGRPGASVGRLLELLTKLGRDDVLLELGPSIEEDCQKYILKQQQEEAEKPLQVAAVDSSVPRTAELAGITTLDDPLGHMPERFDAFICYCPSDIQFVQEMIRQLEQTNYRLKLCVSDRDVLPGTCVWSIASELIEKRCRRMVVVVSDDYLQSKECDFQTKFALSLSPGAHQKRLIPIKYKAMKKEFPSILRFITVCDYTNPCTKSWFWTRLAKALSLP
STAT3 activator: activators of IL-6 induced STAT3 signaling | activation (% of control), % at 5.6 µM | U3A cells, IL-6 STAT3-luciferase reporter, luminescence; 100% = signal with IL-6 EC80 alone | 190,000 tested, 0.91% active;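 active = activation above the screen-wide mean of compound activation plus 3 SD, cut at about 130% in these data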;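 note: 0% = background luminescence of wells with medium and substrate only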
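System – human U3A cells carrying STAT3-luciferase construct · Probe or stimulus – Interleukin-6, 33 ng/mL · Schedule – compound 1 h, then IL-6 6 h at 37 °C · Signal – luminescence from STAT3-driven luciferase reporter · Evaluation – percent of IL-6-only median luminescence · Benchmarks – IL-6-only high control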
Hsp70 activator: transcriptional activators of Hsp70. 200,000 tested, 0.04% active. activation, % at 10 µM. HeLa Hsp70 promoter luciferase reporter, luminescence; scaled: vehicle 0, proteasome-inhibitor control 100%. AID 1203;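 active = activation above the mean across all tested compounds plus 3 SD, cutoff set per campaign, cut at about 5.5% in these data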;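 note: 100% = MG132 at 30 µM as the positive control and 0% = DMSO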
APP 5'UTR act: APP 5'UTR luciferase reporter activation; SH-SY5Y APP 5'UTR luciferase reporter, luminescence; zero percent = DMSO vehicle wells; 190,000 tested, 1% active; activation, % at 2 µM;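 active = activation above a set limit, based on mean plus 3 SD of controls, cut at about 140% in these data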; note: values of inactives mirror those of a sister screen read the other way
STAT1 blocker: STAT1 signaling inhibition | inhibition, % at 5.5 µM | 200,000 tested, 0.35% active | AID 920 | NIH 3T3 STAT1-luciferase reporter, IFN-gamma, luminescence;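 active = inhibition above a set limit, the mean inhibition across all tested compounds plus 3 SD, cut at about 34% in these data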;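 note: 0% = IFN-gamma with DMSO and 100% = IFN-gamma with 300 µM nifuroxazide; values of inactives mirror those of a sister screen read the other way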
Starred values were filed as active, the others as inactive; . = no result given.

SMILES | STAT1 act | NF-kB neuron act | Efa HMGR inh | STAT3 inh | Redox H2O2 prof | TLR4 MyD88 comp | STAT3 activator | Hsp70 activator | APP 5'UTR act | STAT1 blocker
CC(C)CCN1CCN(CCCn2cccn2)CC1CCO (configuration not stated) | 100 | 1.4 | -3 | 4 | -1.4 | -1 | 100 | 0.0 | -7 | -2
CCC(=O)Nc1cccc(NC(=S)NC(=O)Cc2ccccc2)c1 | 91 | 1.1 | 5 | 8 | -7.3 | -20 | 97 | 0.0 | 4 | 10
CC(C)C1Nc2c(O)cc(Cl)c([N+](=O)[O-])c2C2C=CCC21 (configuration not stated) | 82 | 0.85 | 4 | 6 | 0.2 | -4 | 100 | -0.2 | 6 | 19
Cc1onc(-c2ccncc2)c1C(=O)O | 100 | 1.1 | -1 | 7 | 0.2 | 1 | 96 | -0.5 | -3 | 0
CCS(=O)(=O)c1ccc2oc(SCC(=O)c3ccco3)nc2c1 | 100 | 1.3 | -4 | 10 | -0.6 | -4 | 97 | -0.5 | -4 | 0
Cc1ccccc1C(=O)OCCN(C)Cc1ccccc1 | 97 | 1.2 | 2 | 11 | -1.0 | -5 | 95 | -0.3 | -6 | 2
Cc1nc2ccc(-c3nc4ccc(N)cc4[nH]3)cc2[nH]1 | 78 | 0.7 | 2 | 22 | 0.1 | -2 | 85 | -0.1 | 11 | 22
NNC(=O)C(Cc1ccccc1)NC(=O)OCc1ccccc1 (configuration not stated) | 96 | 1.2 | -7 | 14 | 0.0 | 12 | 93 | -0.2 | 17 | 4
CCCn1nc(NC(=O)c2ccccn2)c2cc3cc(C)ccc3nc21 | 99 | 1.2 | 2 | 14 | 0.0 | -13 | 89 | -0.4 | -3 | 0
C=CCn1c(=N)c(C#N)cc2c(=O)n3ccccc3nc21 | 109 | 1.3 | -1 | -4 | -0.2 | -7 | 105 | -0.2 | 11 | -3
Cc1cccc(OCC(=O)Nc2ccc(N3CCN(C(=O)c4ccco4)CC3)cc2)c1C | 96 | 1.4 | -4 | 20 | 0.6 | 3 | 87 | -0.3 | -8 | 4
Cc1cccc2cc(CNCc3ccccc3)c(Cl)nc12 | 104 | 1 | 0 | 6 | -0.9 | -4 | 97 | -0.1 | 5 | -7
CCCc1c(O)nc(SCc2ccccc2)[nH]c1=O | 102 | 1.1 | 0 | -2 | -1.3 | 6 | 105 | -0.2 | 12 | -2
Cc1c(Br)c([N+](=O)[O-])nn1CC(=O)N1CCc2ccccc21 | 89 | 1.1 | 1 | -2 | 0.3 | 3 | 108 | -0.1 | -3 | 10
CC1(C)CC2CC(C)(CN2S(=O)(=O)c2ccc(C(=O)Nc3cc(S(=O)(=O)N4CCOCC4)ccc3Cl)cc2)C1 (configuration not stated) | 88 | 0.86 | -10 | -9 | 0.0 | -10 | 107 | -0.4 | 14 | 14
CCn1c(=O)c(C(=O)CN2CCOCC2)c(N)n(Cc2ccccc2)c1=O | 104 | 1 | 0 | 15 | 3.0 | 13 | 94 | -0.3 | 13 | -5
CC(C)CNC(=O)c1ccccc1SCC(=O)NC12CC3CC(CC(C3)C1)C2 | 102 | 0.91 | -8 | -7 | 0.5 | 2 | 108 | -0.2 | -9 | -2
Cc1nc(SCC(=O)Nc2cc(C)on2)c2c(C)c(C)sc2n1 | 100 | 1.1 | -11 | 14 | -2.4 | -11 | 90 | -0.2 | 3 | 0
CC(NC(=O)COC(=O)Cc1ccc(-c2ccccc2)cc1)c1ccccc1 (configuration not stated) | 87 | 1 | -1 | -12 | -0.3 | -9 | 107 | -0.2 | -4 | 16
Cc1cccc(N(CC(=O)NCCSCc2ccccc2)S(C)(=O)=O)c1 | 98 | 0.98 | -2 | 6 | 11 | -7 | 97 | -0.1 | -13 | 1
CN(c1cccc(NC(=O)COc2ccc(Cl)cc2Cl)c1)S(C)(=O)=O | 106 | 1.3 | -5 | 4 | 1.6 | 19 | 100 | -0.2 | 40 | -10
COC(=O)CSc1nn(-c2ccc(F)cc2)c(=S)s1 | 95 | 1.3 | -3 | -1 | 6.0 | 7 | 103 | 0.4 | -6 | 6
Cc1ccc(C2Nc3cccc4cccc(c34)N2)s1 | 101 | 1.1 | -1 | -30 | 0.8 | 5 | 124 | -0.5 | 1 | -1
COc1ccc(-n2c(SCC(=O)Nc3nccs3)nc3c(c2=O)SC(C)C3)cc1 (configuration not stated) | 99 | 1.6 | -9 | 6 | -0.2 | 10 | 95 | -0.3 | 8 | 2
CC(C)CC1CCCCC1OC(=O)C[N+]1(C)CCCCC1 (configuration not stated) | 93 | 0.89 | -1 | 8 | 6.8 | -9 | 95 | -0.3 | 25 | 8
CN1CCN(CCCNC(=O)Nc2cccc3ccccc23)CC1 | 97 | 0.8 | 2 | 9 | -4.5 | -5 | 95 | 0.1 | 3 | 4
COCCN(CCOC)S(=O)(=O)c1ccc(C(=O)NCCCN2CCOCC2)cc1 | 107 | 0.78 | 1 | -1 | -2.0 | 2 | 104 | -0.2 | -13 | -6
COC(=O)c1c(C)c[nH]c1C | 89 | 1.2 | -5 | . | -0.5 | -16 | . | -0.4 | -4 | 10
CC(C)c1nnc(SCC(=O)NC(C)(C)C)n1C | 101 | 1.1 | -3 | 3 | 0.4 | -4 | 102 | 0.2 | 17 | -3
CC(=O)Nc1ccc2nc(CN3CCN(Cc4ccc(F)cc4)C(CCO)C3)ccc2c1 (configuration not stated) | 101 | 0.99 | -1 | -2 | -1.2 | -2 | 106 | 0.2 | -8 | -3
COc1ccc2cc(C)c3nnc(SCC(=O)Nc4nc(-c5ccc(F)cc5)cs4)n3c2c1 | 96 | 1.5 | -6 | 2 | 0.7 | -5 | 101 | 0.5 | 2 | 5
CC(C(=O)c1ccccc1)n1c(N2CCOCC2)nc2c1c(=O)n(C)c(=O)n2C (configuration not stated) | 97 | 1.1 | 0 | 9 | -1.4 | -4 | 96 | 0.0 | -3 | 4
Cc1cc(/C=C(\C#N)C(=O)NCc2cccs2)c(C)n1-c1ccc([N+](=O)[O-])cc1 | 103 | 1.2 | 1 | 30 | 1.1 | 8 | 77 | -0.1 | -29 | -2
CCn1c(COc2c(C)cccc2C)nnc1SCC(=O)N1CCN(c2ccccc2)CC1 | 93 | 0.8 | 4 | 17 | -8.8 | 3 | 89 | -0.3 | 9 | 7
Cc1ccc(-c2cc(C(=O)Nc3c(C)n(C)n(-c4ccccc4)c3=O)[nH]n2)c(O)c1 | 97 | 0.69 | -2 | 5 | 1.7 | 7 | 101 | 0.2 | 6 | 3
CC(=O)N1CCN(Cc2nc3cc(NC(=O)NC4CCCCC4)ccc3n2C)CC1 | 101 | 1.2 | 2 | 3 | -0.1 | 1 | 102 | 0.3 | 9 | -4
CCOC(=O)N1CCN(C(=O)CN(Cc2ccccc2)S(=O)(=O)c2ccc(OC)c(Cl)c2)CC1 | 99 | 1.1 | 1 | 13 | 2.5 | -3 | 91 | -0.4 | -13 | 1
COc1ccc(-c2nnc(Nc3ccc(S(=O)(=O)Nc4nccs4)cc3)c3ccccc23)cc1 | 99 | 1.4 | 3 | 2 | -0.4 | 1 | 109 | 0.9 | 9 | 0
CC(=O)c1ccccc1Oc1nc(CN2CCOCC2)nc2scc(-c3cccs3)c12 | 100 | 0.69 | -4 | 3 | -2.1 | 8 | 103 | 0.2 | 9 | 1
COc1ccc(-c2c(C)[nH]n3c(=O)c(Cc4ccccc4)c(C)nc23)cc1OC | 100 | 1 | 1 | -1 | 0.2 | 0 | 105 | 0.1 | 1 | -4
COc1ccc(Cc2nc(C(=O)Nc3ccc(F)cc3)cs2)cc1 | 103 | 1.2 | -3 | 8 | -0.8 | -5 | 95 | 0.0 | -3 | -3
N#Cc1c(NC(NC(=O)c2ccco2)C(=O)c2ccccc2)sc2c1CCCC2 (configuration not stated) | 95 | 1.1 | -8 | -1 | 0.1 | 1 | 104 | 0.3 | 3 | 6
O=C(O)/C(=C\c1cccc(F)c1)c1ccc(S(=O)(=O)N2CCCCC2)s1 | 111 | 1.1 | 2 | -3 | 0.4 | -3 | 102 | -0.3 | -5 | -12
O=c1c(C=Nc2ccc(Oc3ccccc3)cc2)c[nH]n1-c1cccc(Cl)n1 | 98 | 1.3 | -4 | 30 | 7.9 | 7 | 76 | -0.4 | -1 | 2
CCOC(=O)c1c(/N=C/c2cc(C)ccc2O)sc2c1CCN(C)C2 | 97 | 1.1 | -13 | 9 | 0.0 | 4 | 91 | -0.4 | 25 | 3
Cc1ccc(S(=O)(=O)C(F)(F)F)cc1NC(=O)c1cccnc1 | 90 | 1.2 | 5 | 16 | 2.4 | 2 | 90 | -0.1 | -5 | 11
COC(=O)C1=C(C)Nc2c(c(=O)n(C)c(=O)n2C)C1c1ccc(Cl)cc1 (configuration not stated) | 100 | 0.4 | -1 | 3 | -0.2 | -13 | 99 | -0.5 | -16 | 0
COc1ccc(C(=O)Nc2nc(C)c3cc4c(cc3n2)OCO4)cc1 | 98 | 0.97 | -3 | 8 | -0.3 | 0 | 95 | -0.4 | -8 | 3
CCOC(=O)C(CC)Sc1nnc2cc(C)c3ccccc3n12 (configuration not stated) | 95 | 1.4 | 3 | 15 | 0.3 | -3 | 91 | -0.2 | -8 | 3
CCN1C(=O)CC(N2CCC(C(=O)N3CCCCCC3)CC2)C1=O (configuration not stated) | 105 | 1.2 | -1 | 9 | 0.0 | -11 | 100 | -0.2 | 11 | -5

Next results
SMILES | STAT1 act | NF-kB neuron act | Efa HMGR inh | STAT3 inh | Redox H2O2 prof | TLR4 MyD88 comp | STAT3 activator | Hsp70 activator | APP 5'UTR act | STAT1 blocker
N=C1c2ccccc2CN1NC(=O)c1cccc(S(=O)(=O)N2CCCCC2)c1 | 94 | 1.2 | 0 | -1 | -0.5 | -15 | 101 | -0.2 | -8 | 7
O=C(NCc1ccncc1)/C(=C\c1ccc(F)cc1)NC(=O)c1ccccc1 | 98 | 0.97 | 1 | -11 | -0.1 | 2 | 110 | -0.2 | 9 | 2
CC(O)CNC12CC3CC(CC(C3)C1)C2 (configuration not stated) | 108 | 1.1 | 4 | 10 | 0.4 | -15 | 96 | -0.3 | 9 | -12
CC(=O)NC(Cc1cccc(C)c1)C(=O)NC1CCN(C(=O)c2ccc([N+](=O)[O-])cc2)CC1 (configuration not stated) | 100 | 1.3 | -3 | -1 | -0.6 | 4 | 102 | -0.4 | 9 | 0
CN(Cc1c(F)cccc1Cl)C(=O)c1cc2ccccc2o1 | 102 | 1.4 | -7 | 1 | -0.2 | -3 | 106 | -0.1 | 11 | -3
Cc1ccc(C(=O)Nc2cccnc2N2CCN(C)CC2)cc1 | 103 | 0.99 | -3 | 4 | -2.2 | 4 | 98 | -0.2 | 28 | -4
CCCC(C)NC(=O)COC(=O)c1cc(Br)c(Br)s1 (configuration not stated) | 103 | 0.93 | -4 | 1 | -1.3 | 4 | 101 | -0.3 | -16 | -3
